MT1-MMP act inh: blockers of MT1-MMP proenzyme processing, primary screen, HT1080 RFP-PRO-GFP cells, GFP/RFP fluorescence; AID 651647, 2012; hit rate 0.061% among 360,000; GFP/RFP ratio change, % at 20 µM; GFP/RFP ratio fluorescence, overnight; percent of plate control window, DMSO zero;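 active means GFP/RFP ratio change of at least 30% with cell ATP level not reduced by more than half and red fluorescence within 50% of control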; further: strong numbers were not always called active
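Assay system: HT1080 RFP-PRO-GFP cells | Dosing: 20 µM single dose, 1% DMSO | Incubation: Cells overnight before dosing, compound overnight, 37 °C, 5% CO2 | Evaluation: GFP/RFP fluorescence ratio | Control set: DMSO-only wells and HT1080 RFP-L50D-GFP cell wells as references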
E coli Lon inh: inhibitors of E. coli Lon protease, primary screen, biochemical, fluorescence polarization | hit rate 0.42% among 360,000 | inhibition, % at 7.94 µM | AID 602123, 2011 | P0A9M0 | purified E. coli Lon protease; in the data active means inhibition above about 13%, passing the limit was not always enough;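 further: 0% = enzyme with probe and DMSO and 100% = no enzyme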
PABP1 MLLE inh: inhibitors of PABP1 MLLE–PAM2 peptide binding, primary screen, biochemical, fluorescence polarization, FITC-PAM2, GST-MLLE | Polyadenylate-binding protein 1 (Homo sapiens), P11940 | inhibition, % at 20 µM | hit rate 0.36% among 360,000 | AID 588489, 2011; in the data active means inhibition above about 35%, passing the limit was not always enough;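 further: plate controls were DMSO wells with GST-MLLE for no effect and wells lacking GST-MLLE protein for full effect; some results filed as inactive read as strong as hits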
Target sequence (P11940 whole entry, looked up): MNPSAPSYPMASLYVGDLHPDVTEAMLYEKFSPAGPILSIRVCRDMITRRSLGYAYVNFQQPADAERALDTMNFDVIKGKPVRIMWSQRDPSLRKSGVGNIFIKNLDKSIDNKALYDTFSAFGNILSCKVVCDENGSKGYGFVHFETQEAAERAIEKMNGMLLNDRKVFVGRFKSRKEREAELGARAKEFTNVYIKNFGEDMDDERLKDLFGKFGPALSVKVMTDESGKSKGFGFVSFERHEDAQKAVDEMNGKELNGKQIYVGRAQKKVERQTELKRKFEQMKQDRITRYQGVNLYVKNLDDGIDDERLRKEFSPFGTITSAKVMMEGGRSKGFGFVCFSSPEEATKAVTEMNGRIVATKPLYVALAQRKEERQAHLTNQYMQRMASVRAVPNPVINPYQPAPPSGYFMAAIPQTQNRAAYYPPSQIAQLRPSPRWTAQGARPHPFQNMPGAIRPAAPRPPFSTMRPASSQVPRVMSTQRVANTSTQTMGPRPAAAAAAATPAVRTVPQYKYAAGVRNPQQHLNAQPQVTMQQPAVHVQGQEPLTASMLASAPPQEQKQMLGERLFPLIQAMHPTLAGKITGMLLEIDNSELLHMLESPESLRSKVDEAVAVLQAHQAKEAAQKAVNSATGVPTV
FAS-TE inh: FAS thioesterase domain inhibitors, primary screen, biochemical, fluorescence intensity, uHTS; Fatty acid synthase (Homo sapiens), P49327; recombinant FAS-TE, OMFH fluorogenic substrate, fluorescence endpoint; inhibition, % at 15 µM; hit rate 0.67% among 360,000; AID 602261, 2012;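 active means compounds whose normalised, plate-corrected inhibition of enzyme fluorescence in the single-dose primary screen is 50% or more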;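 further: 0% = DMSO with enzyme and 100% = substrate without enzyme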
MsrA act: bovine MsrA enzyme activators, primary screen, biochemical, absorbance, HTS | Methionine sulfoxide reductase A (Bos taurus) | purified bovine MsrA, absorbance read-out | hit rate 0.3% among 360,000 | AID 602163, 2012 | activation, % at 10.6 µM; in the data active means activation above about 7.5%;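 further: 0% = vehicle and 100% = reference activator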
NRP1-CendR mod: modulators of CendR peptide binding to NRP-1, primary screen, biochemical, fluorescence polarization, uHTS; Neuropilin-1 (Homo sapiens), O14786; FAM-RPARPAR peptide binding to NRP-1; inhibition, % at 25 µM; hit rate 0.85% among 360,000; AID 602438, 2012;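 active means inhibition or corrected inhibition above about 18%, plus a signal ratio from 0.5 to 1.5, limit read from the data, passing the limit was not always enough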; further: strong numbers were not always called active
SKN-1 inh: suppressors of acrylamide-induced Pgst-4::GFP reporter in worms, primary screen, SKN-1 inhibitor project, whole organism, uHTS, GFP/RFP fluorescence ratio, strain VP596; C. elegans VP596 Pgst-4::GFP/RFP ratio, 24 h; AID 624304, 2012; inhibition, % at 21.8 µM; hit rate 0.49% among 360,000;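 active means interference check ratio from 0.5 to 1.5 plus GFP to RFP signal ratio inhibition reaching or exceeding a fixed threshold, cut at about 30% in these data, passing the limit was not always enough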; further: some compounds called inactive have numbers as strong as hits
Rin1 Abl inh: inhibitors of Rin1-Abl protein binding, primary screen, biochemical, TR-FRET; Tyrosine-protein kinase ABL1 (Homo sapiens) + Ras and Rab interactor 1 (Homo sapiens), …; inhibition, % at 7.35 µM; hit rate 0.4% among 360,000; in the data active means inhibition above about 5%, passing the limit was not always enough
Neddylation inh: inhibitors of cullin neddylation, primary screen, biochemical, TR-FRET, uHTS, NAE and Ubc12; NEDD8-conjugating enzyme Ubc12 (Homo sapiens) + NEDD8-activating enzyme E1 regulatory …; calls only at 25 µM; hit rate 0.58% among 360,000; AID 651699, 2012; in the data active means inhibition above about 36%
Active calls of the source: *; i = inactive; · = no result given; + = active, no number.

SMILES	MT1-MMP act inh	E coli Lon inh	PABP1 MLLE inh	FAS-TE inh	MsrA act	NRP1-CendR mod	SKN-1 inh	Rin1 Abl inh	Neddylation inh
O=C(NN=C1CCCCCC1)c1cc(-c2ccccc2)nc2ccccc12	5	4	5	-2	-11	-14	24	2	i
Cc1cc(C)cc(NC(=S)N2CCC(NC(=O)c3ccc(F)cc3)CC2)c1	0	3	-114	-7	-4	11	3	1	i
CCCC1CCc2c(sc(N)c2C(N)=O)C1 (configuration not stated)	-2	-12	-6	-2	-2	-18	-5	0	i
O=C(CCl)N(c1ccccc1)C1CCCCC1	-28	-5	3	-1	-7	20	-8	-1	i
CCCC(=O)Nc1cc(-c2nn(C)c(=O)c3ccccc23)ccc1OC	·	-1	2	-5	-14	7	-1	-5	i
Cn1cc(CN2CCCC(C(=O)Nc3ccc(-c4cccc(F)c4)cc3)C2)cn1 (configuration not stated)	2	5	7	-3	-1	-2	-1	0	i
O=C(CCS(=O)(=O)c1ccc(F)cc1)Nc1nnc(-c2ccc(F)cc2)o1	2	5	5	-10	-1	-14	7	3	i
COc1cc2nc(CN3CCC(C(O)(c4ccccc4)c4ccccc4)CC3)[nH]c(=O)c2cc1OC	2	2	11	6	1	-4	6	-1	i
COc1ccc(C2CC(c3ccc(OC)cc3)n3nc(NS(C)(=O)=O)nc3N2)cc1 (configuration not stated)	1	-4	2	-2	-1	-10	-6	-1	i
COc1ccc(-c2cc3ccc(OCC(N)=O)cc3oc2=O)cc1OC	5	9	-10	-8	-8	7	-2	1	+
Cc1cc(C)nc(SCNC(=O)c2ccc(F)cc2)n1	6	-2	35	-7	4	13	-6	-1	i
CC(=O)O[C@@H]1C[C@H](c2ccccc2)OC(=O)CCCCC1=O	2	-8	·	-11	1	7	4	·	i
CC(=O)c1cc(CN2CCC(C(=O)Nc3ccc(-n4nc(C)cc4C)cc3)CC2)cs1	2	-1	-8	-4	-2	10	-19	2	i
COCCn1c(-c2ccccc2)nc(=S)c2c1CC(C)(C)OC2	-1	-10	7	0	-3	21	9	1	i
COc1ccc(N(CC(=O)NC2CCCC2)C(=O)Cn2nnc(-c3ccc(C)cc3)n2)cc1OC	-6	-7	-1	4	-9	5	5	-2	i
CNc1ccccc1C(=O)OCC(=O)Nc1ccc2c(c1)OCO2	9	-3	12	1	-4	-7	11	5	·
CCN1CCN(C(=O)/C=C/c2cccc(Cl)c2)CC1	-1	4	7	-2	-4	12	22	1	i
CC(=O)c1ccccc1NS(=O)(=O)c1cccc2nsnc12	-3	-1	10	0	-4	14	3	1	i
CC(=O)Nc1ccc(NC(=O)c2ccc(-c3ccnn3C)c3ccoc23)cc1	5	5	-14	-3	-6	-8	3	2	i
CCOc1ccc(N(C(C)C(=O)N2CCCC2)S(C)(=O)=O)cc1 (configuration not stated)	-1	-10	-16	-4	-1	-4	10	1	i
O=C(NCCCCNC(=O)c1ccccn1)c1ccccn1	0	2	-5	-4	-2	-5	7	1	i
COc1ccc2[nH]c(C(=O)N/N=C/c3ccc(OC)c(O)c3)cc2c1	6	-7	4	2	-4	10	10	-2	i
COc1ccc(-c2cn[nH]c2-c2ccc(OCc3ccccc3)cc2O)cc1OC	-1	-2	7	-9	-10	-2	-5	-2	i
COc1ccc(OC)c(C(=O)COC(=O)C(CCSC)NC(=O)COc2ccccc2)c1 (configuration not stated)	6	-11	6	27	-3	1	10	-1	i
c1ccc(-c2cc(N3CCOCC3)nc(-c3ccccc3)n2)cc1	-3	4	-5	0	-3	-10	15	5	i
O=C(NCc1cccnc1)C1CCCN(S(=O)(=O)c2cccc3nsnc23)C1 (configuration not stated)	-2	-2	5	-9	-4	-6	3	-3	i
Cc1ccc(OC(=O)c2c(C)nn(-c3ccccc3)c2C)cc1	0	-6	12	19	-1	5	9	-2	i
O=C(C(=O)N1CCN(C(=O)c2ccco2)CC1)c1cc2ccccc2o1	-1	·	·	·	·	15	0	·	i
CCCCC(=O)NC(=S)Nc1ccccc1N1CCCCC1	0	-2	16	3	-1	-13	14	-3	i
CC1(c2ccc(Cl)cc2)NC(=O)N(CC(=O)Nc2cccnc2Cl)C1=O (configuration not stated)	0	-19	-3	-1	-1	-4	-4	1	i
O=C1c2ccccc2C(=O)N1CC#CCN1CCN(C2CCCCC2)CC1	·	-11	-9	-5	-14	-1	11	-1	i
COc1cc(NC(=O)c2cccs2)c(C(=O)OCC(=O)NC(C)c2ccccc2)cc1OC (configuration not stated)	6	7	-16	2	-1	7	18	-2	i
O=c1c(Cc2ccc(F)cc2)c(O)ccn1CCCn1ccnc1	-5	5	4	-6	-3	-3	4	2	i
Cc1nc2ccc(NC(=O)c3cnc(Cl)c(Cl)c3)cc2s1	0	6	-14	5	-1	2	1	0	i
COc1ccc(Cc2nc3ccc(C(=O)NC4CCOC4)cc3o2)cc1 (configuration not stated)	-1	-4	-18	-8	-3	9	10	4	i
O=[N+]([O-])c1ccccc1CNCCO	7	4	-3	-10	0	-2	10	-1	i
COc1cccc(-c2cc3nc(NCc4ccccc4OC)n(C)c(=O)c3s2)c1	-1	1	5	19	-3	10	-2	0	i
CCCCCCCCC(=O)O	1	4	-5	-7	-10	0	1	1	i
COc1ccc(NC(=O)C2CCN(C(=O)c3cccs3)CC2)cc1	-1	-5	0	-5	-2	-7	9	1	i
COc1ccc2[nH]c(C)c(CCN3C(=O)C4C5C=CC(C5)C4C3=O)c2c1 (configuration not stated)	1	-3	-3	2	-1	-8	14	-1	i
COC(=O)c1sc(-c2ccc(C(C)(C)C)cc2)cc1NC(=O)CCC(=O)O	1	3	9	-9	1	-24	11	1	i
O=C(/C=C/c1ccccc1Cl)c1cccnc1	0	5	-3	-3	-2	-11	0	-5	i
C/C(=N\NC(=O)c1cc(-c2cccc(OC(C)C)c2)nc2ccccc12)c1cccnc1	3	-10	-6	10	-2	-2	-6	-1	i
COc1ccc(C(c2nnnn2Cc2cccs2)N2CCC(C(N)=O)CC2)c(OC)c1 (configuration not stated)	-1	-4	-3	-6	-3	18	5	-1	i
CC(=O)N(C)c1ccc(OCC(O)Cn2c(C)nc3ccccc32)cc1 (configuration not stated)	-6	3	1	-4	-3	4	0	0	i
O=C(NC(=S)NCc1cccnc1)c1cc2ccccc2o1	0	-7	32	2	1	-9	17	3	i
CCn1c(SCC(=O)Nc2ccc(F)cc2)nnc1-c1cnccn1	-5	-3	-6	-7	-4	1	15	2	i
CC1(C(=O)NS(=O)(=O)c2cccc(Cl)c2)CCN1C(=O)CCc1ccc(Cl)cc1Cl (configuration not stated)	-3	-6	16	-3	-12	-3	-3	3	i
O=c1[nH]c(=O)n2ncnc2[nH]1	-6	-6	-2	-6	-6	-4	-3	-3	i
C[C@H]1CN([C@@H](C)CO)C(=O)c2cc(Br)cnc2O[C@@H]1CN(C)C(=O)NC1CCCCC1	4	-3	-9	-10	0	-6	19	3	i

(next part)
SMILES	MT1-MMP act inh	E coli Lon inh	PABP1 MLLE inh	FAS-TE inh	MsrA act	NRP1-CendR mod	SKN-1 inh	Rin1 Abl inh	Neddylation inh
Cc1cc(F)ccc1S(=O)(=O)Nc1ccccc1C(=O)Nc1ccccc1N1CCOCC1	-4	-2	6	16	-11	-2	3	2	i
COc1ccc(C(=O)Nc2ccccc2C(=O)N/N=C/c2ccncc2)cc1OC	2	5	-13	-3	-3	3	2	-3	i
O=S(=O)(CCc1nc2ccccc2s1)c1ccc2ccccc2c1	2	-1	3	9	1	-8	3	-1	i
C/C(=N\NC(=O)c1cccc(S(=O)(=O)N2CCCC2)c1)c1ccc(C)cc1	1	-10	12	2	-3	-1	-5	-1	i
CCOc1ccccc1NC(=O)Nc1cc(S(=O)(=O)N(C)C)ccc1C	2	-2	-7	-2	-2	8	2	-4	i
CC(=O)Nc1ccc(NC(=O)c2cccc3c2-c2ccccc2C3=O)cc1	0	1	13	-4	-3	14	5	0	i
CCOc1ccc(C=NNc2ccc(S(=O)(=O)Nc3ccccc3C(=O)O)cc2[N+](=O)[O-])cc1OC	11	9	-5	-1	-6	-7	28	3	i
Cc1cccc(N(Cc2ccccc2)C(=O)c2cccc(S(=O)(=O)N3CC(C)OC(C)C3)c2)c1 (configuration not stated)	-6	-16	-5	22	0	-4	-1	1	i
CCN(CC)C(=O)C(=O)Nc1ccc(OC)c(Cl)c1	3	-4	4	0	-1	0	-10	3	i
CCCCn1c(N)c(Sc2ccc(C)cc2)c(=O)[nH]c1=O	6	-3	-6	-6	0	-5	6	-1	i

A run of entries from the list above:
SMILES	MT1-MMP act inh	E coli Lon inh	PABP1 MLLE inh	FAS-TE inh	MsrA act	NRP1-CendR mod	SKN-1 inh	Rin1 Abl inh	Neddylation inh
Cc1cccc(N(Cc2ccccc2)C(=O)c2cccc(S(=O)(=O)N3CC(C)OC(C)C3)c2)c1 (configuration not stated)	-6	-16	-5	22	0	-4	-1	1	i
CCN(CC)C(=O)C(=O)Nc1ccc(OC)c(Cl)c1	3	-4	4	0	-1	0	-10	3	i
CCCCn1c(N)c(Sc2ccc(C)cc2)c(=O)[nH]c1=O	6	-3	-6	-6	0	-5	6	-1	i

Going on with the list:
SMILES	MT1-MMP act inh	E coli Lon inh	PABP1 MLLE inh	FAS-TE inh	MsrA act	NRP1-CendR mod	SKN-1 inh	Rin1 Abl inh	Neddylation inh
CCOc1ccccc1NC(=O)NC1(C(=O)N2CCN3CCCC3C2)CCCCC1 (configuration not stated)	-25	-2	-4	-6	-7	-6	-10	2	i
O=C(CCN1C(=O)c2ccccc2C1=O)NCc1ccc(Cl)cc1	0	-6	-10	-4	-3	7	7	1	i
O=S(=O)(NC1=NCCCCC1)c1cccs1	-1	-2	-3	-7	-1	-5	8	1	i
CCOC(=O)CNc1nc(Cl)c(C#N)s1	-1	2	-12	-5	-2	0	10	2	i
Cc1nnc(SC(C)C(=O)Nc2ncc(Cl)cc2Cl)n1Cc1ccccc1 (configuration not stated)	3	9	-7	-3	2	12	7	1	i
Cc1[nH]c2ccccc2c1C(=O)C(=O)NC1CC1	1	0	-1	-5	-3	-11	1	1	i
CCCn1nc(NC(C)=O)c2cc3cccc(C)c3nc21	-2	6	5	2	-1	7	5	3	·
COc1cc(O)c(C(CCN2CCCCC2)c2ccc3c(c2)OCO3)c(OC)c1 (configuration not stated)	1	-2	-4	-6	-1	18	-1	3	i
COc1ccc(N2CCN(C(=O)Cn3cnc4c(cnn4-c4ccccc4)c3=O)CC2)cc1	0	4	9	-1	-3	-12	6	-5	i
Cc1[nH]n(-c2ccc([N+](=O)[O-])cc2)c(=O)c1C=NCC1CCCO1 (configuration not stated)	1	-4	17	5	-10	6	5	-1	i
CC(=O)c1cccc(NS(=O)(=O)c2ccc(N/C=C\C(=O)c3ccc(C)cc3)cc2)c1	-1	-6	-15	15	5	2	-3	0	i
CCOc1ncccc1C(=O)OCC(=O)Nc1ccc2c(c1)OCO2	1	2	4	-12	-1	10	6	-2	i
CCO[C@H]1OC(C(=O)O)=C[C@@H](C2CCCCC2)[C@@H]1CCCO	3	-1	-7	-9	-2	6	-3	2	i
Clc1cccc(Cl)c1CO/N=C/c1c(-c2ccccc2)nc2n1CCS2	-9	7	4	24	-2	4	0	-6	i
O=C(Nc1ccccc1)c1ccc(OC(=O)c2ccccc2)cc1	1	12	-14	-3	-3	12	16	2	i

Source: PubChem BioAssay
